Assay outcomes deposited in PubChem BioAssay by several laboratories.
HCT116 PTEN-null: PTEN-deleted cell growth suppression | HCT116 PTEN-null viability, CellTiter-Glo, 60 h; hits give low values | viability, % at 10 µM | hit rate 1.2% among 140,000;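 active = viability at or below a set limit, 4 SD under the median of all tested compounds, cut at about 3.7% in these data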;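 note: PTEN knockout HCT116 line with beta catenin targeted HCT116 as companion control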
Measles CPE: protection of cells from measles virus; Measles virus-infected cells, CPE protection, absorbance; protection (pct of control), % at 4 µM; hit rate 1.5% among 140,000; in the data active = protection mostly above about 24%, no sharp cut-off; inactive = mostly below about 26%; note: some compounds called inactive have numbers as strong as hits
NPY Y2 blocker: blocks the human neuropeptide Y Y2 receptor; P49146; NPY-Y2 expressing cells, antagonist mode; inhibition, % at 2.7 µM; hit rate 0.99% among 140,000; AID 793; in the data active = inhibition above about 17%;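 note: 0% = vehicle with agonist challenge and 100% = reference antagonist with challenge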
Target sequence (P49146 whole entry, looked up): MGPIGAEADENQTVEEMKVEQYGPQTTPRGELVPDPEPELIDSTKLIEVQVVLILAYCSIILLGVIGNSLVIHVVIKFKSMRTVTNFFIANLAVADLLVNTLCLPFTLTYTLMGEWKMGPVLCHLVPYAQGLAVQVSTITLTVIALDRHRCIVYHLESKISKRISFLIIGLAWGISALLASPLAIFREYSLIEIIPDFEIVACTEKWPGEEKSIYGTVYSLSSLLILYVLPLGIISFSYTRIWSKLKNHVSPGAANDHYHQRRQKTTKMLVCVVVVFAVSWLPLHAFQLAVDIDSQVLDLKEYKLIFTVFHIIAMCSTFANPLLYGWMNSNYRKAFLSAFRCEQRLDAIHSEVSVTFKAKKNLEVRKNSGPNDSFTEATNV
MRP-1 activ: MRP-1 activation. H69AR cells + doxorubicin, viability rescue, CellTiter-Glo. viability increase, % at 10 µM. hit rate 0.61% among 140,000. AID 799;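 active = viability gain under doxorubicin at or above a set limit, the compound median plus 3 SD, cut at about 4.7% in these data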;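 note: MRP-1 overexpressing cells given doxorubicin 25 µM after compound pretreatment; 18-22 h compound pretreatment then 72 h with doxorubicin before readout; 0% = doxorubicin-only wells and 100% = vehicle-treated cells without doxorubicin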
bCat KO growth: beta-catenin-lacking colon tumor cell growth suppression. hit rate 1.5% among 140,000. HCT116 beta-catenin knockout viability, CellTiter-Glo, 60 h; hits give low values. viability, % at 10 µM;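 active = viability at or under a set limit, the compound median less 4 SD, cut at about 6% in these data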;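 note: 0% = Hyamine 1622 control at 20 µM and 100% = untreated cell control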
Yeast lifespan up: extends the lifespan of yeast; inhibition of the nicotinamide effect, % at 10 µM; hit rate 0.68% among 130,000; S. cerevisiae growth with nicotinamide, OD615; deaD strain in restrictive glucose medium; AID 775;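 active = inhibition above a set limit, placed 3 SD over the median of all compounds, cut at about 26% in these data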;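 note: 0% = nicotinamide-treated wells and 100% = cells grown without nicotinamide; some compounds called inactive have numbers as strong as hits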
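Assay system: engineered S. cerevisiae DeaD replicative-lifespan strain, galactose-grown log-phase cells; medium: restrictive CSMM-D dextrose medium; also added: nicotinamide, 1.5 mM, co-present with compound; schedule: 48 h compound exposure at 30 °C, humidified; detection: absorbance at 615 nm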
E-sel TNF inh: TNF alpha driven E-selectin expression inhibition; HUVEC TNFa-induced E-selectin immunofluorescence, high content; inhibition, % at 2 µM; hit rate 0.71% among 120,000; AID 1246;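 active = inhibition above the batch mean plus 3 SD, and confirmed as a hit on visual image review, cut at about 43% in these data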;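 note: 0% = TNF-stimulated DMSO wells and 100% = unstimulated control wells; not every result past the cut was called active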
Phagocyt inh: blocks phagocytosis by macrophages; J774A.1 macrophage IgG-bead phagocytosis, imaging; inhibition, % at 5 µM; hit rate 0.07% among 110,000;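 active = inhibition above the mean of the plate negative controls plus 5 SD, cut at about 13% in these data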;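 note: phagocytic index as fraction of beads internalized from green versus red external bead signal; plate controls were DMSO negative control for no effect and cytochalasin-D positive control for full effect; some results beyond the cut were filed as inactive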
Yeast growth inh: chemicals that inhibit yeast BB579 growth in restrictive medium (lifespan-shortening candidates) | S. cerevisiae BB579 growth, OD615, 48 h | inhibition, % at 10 µM | hit rate 0.51% among 140,000;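 active = inhibition above a set limit, 3 SD over the mean compound inhibition, cut at about 44% in these data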; note: inactives centre near -24
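Test system: Saccharomyces cerevisiae DeaD strain BB579, replicative lifespan model yeast | Buffer or medium: Restrictive CSMM-D medium | Doses: One dose, 10 µM compound with 0.25% DMSO | Incubation: 48 h exposure, 30 °C | Detection: Culture absorbance at 615 nm | Control set: Amphotericin B at 10 µg/mL as positive control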
GALR2 blocker: GALR2 (human) receptor antagonism | GALR2-expressing cells, antagonist mode | hit rate 0.39% among 140,000 | O43603 | inhibition, % at 4 µM; in the data active = inhibition above about 27%;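 note: cells stimulated with galanin 1-16 at roughly its EC80; 0% = agonist challenge control and 100% = basal control without agonist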
Target sequence (O43603 whole entry, looked up): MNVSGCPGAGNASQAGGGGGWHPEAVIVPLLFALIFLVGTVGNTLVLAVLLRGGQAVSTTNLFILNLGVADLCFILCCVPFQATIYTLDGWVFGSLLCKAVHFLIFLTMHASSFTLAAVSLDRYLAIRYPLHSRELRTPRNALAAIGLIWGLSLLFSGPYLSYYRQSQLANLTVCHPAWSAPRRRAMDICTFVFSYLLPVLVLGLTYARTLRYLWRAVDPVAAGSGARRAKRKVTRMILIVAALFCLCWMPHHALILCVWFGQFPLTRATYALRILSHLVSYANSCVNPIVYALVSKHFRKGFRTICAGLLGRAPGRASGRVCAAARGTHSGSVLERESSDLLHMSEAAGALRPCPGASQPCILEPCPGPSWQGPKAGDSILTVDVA
* hit, by the source's call; · = no result given.

Results follow in this order: HCT116 PTEN-null, Measles CPE, NPY Y2 blocker, MRP-1 activ, bCat KO growth, Yeast lifespan up, E-sel TNF inh, Phagocyt inh, Yeast growth inh, GALR2 blocker
1. C=CCNc1nc2ccccc2nc1NS(=O)(=O)c1cccs1
 : 82, -1, 2, -0.8, 97, -9, 12, 0, -3, 10
2. COc1ccccc1S(=O)(=O)Cc1ccc(C(=O)NC(C)c2ccc3c(c2)OCCO3)o1 (stereo not given)
 : 98, ·, 3, -0.9, 95, -16, 20, -1, -66, 13
3. COC(=O)C1=C(C)OC(N)=C(C#N)C1c1cc(C)sc1C (stereo not given)
 : 109, 9, 6, -1.6, 113, -5, 11, -1, -67, 2
4. Cc1ccc2[nH]c(CCN(C)C)c(CC#N)c2c1
 : 103, 7, 1, -0.4, 96, -14, 1, -1, -26, 9
5. OCC[C@H]1C[C@H](O)[C@@H](O)[C@@]2(CCCCO2)O1
 : 90, 8, 0, -1.2, 95, 2, -30, ·, -16, 1
6. CCNc1nc(NCC)n2c(SCC(=O)NCC3CCCCC3)nnc2n1
 : 97, 8, 3, -1.3, 96, -4, 3, -9, -8, -5
7. Cc1ccc(NC(=O)c2oc3ccc(S(=O)(=O)N4CCC5(CC4)OCCO5)cc3c2C)cc1C
 : 64, 5, 7, -3.7, 54, 14, -4, ·, -45, 11
8. O=C(NC(Cc1ccccc1)c1ccc2c(c1)OCCCO2)c1ccccc1 (stereo not given)
 : 85, 12, 3, -1.8, 97, -35, -24, 0, -32, -3
9. Cc1cccc(-n2c(-c3ccoc3C)n[nH]c2=S)c1
 : 99, 6, 3, -1.6, 101, 2, ·, -4, -28, -1
10. Cc1ccc(SCc2ccc(C(=O)Nc3cc([N+](=O)[O-])ccc3C)cc2)cc1
 : 79, 19, 1, -1.7, 102, -8, 14, -1, -19, -10

Random excerpt: 6 records from the list.
Results follow in this order: HCT116 PTEN-null, Measles CPE, NPY Y2 blocker, MRP-1 activ, bCat KO growth, Yeast lifespan up, E-sel TNF inh, Phagocyt inh, Yeast growth inh, GALR2 blocker
7. Cc1ccc(NC(=O)c2oc3ccc(S(=O)(=O)N4CCC5(CC4)OCCO5)cc3c2C)cc1C
 : 64, 5, 7, -3.7, 54, 14, -4, ·, -45, 11
8. O=C(NC(Cc1ccccc1)c1ccc2c(c1)OCCCO2)c1ccccc1 (stereo not given)
 : 85, 12, 3, -1.8, 97, -35, -24, 0, -32, -3
10. Cc1ccc(SCc2ccc(C(=O)Nc3cc([N+](=O)[O-])ccc3C)cc2)cc1
 : 79, 19, 1, -1.7, 102, -8, 14, -1, -19, -10
5. OCC[C@H]1C[C@H](O)[C@@H](O)[C@@]2(CCCCO2)O1
 : 90, 8, 0, -1.2, 95, 2, -30, ·, -16, 1
2. COc1ccccc1S(=O)(=O)Cc1ccc(C(=O)NC(C)c2ccc3c(c2)OCCO3)o1 (stereo not given)
 : 98, ·, 3, -0.9, 95, -16, 20, -1, -66, 13
3. COC(=O)C1=C(C)OC(N)=C(C#N)C1c1cc(C)sc1C (stereo not given)
 : 109, 9, 6, -1.6, 113, -5, 11, -1, -67, 2

Carrying on:
Results follow in this order: HCT116 PTEN-null, Measles CPE, NPY Y2 blocker, MRP-1 activ, bCat KO growth, Yeast lifespan up, E-sel TNF inh, Phagocyt inh, Yeast growth inh, GALR2 blocker
11. CCn1cc(C2=NC(C)(C)CO2)c2ccccc21
 : 100, 5, 3, -1.5, 97, 1, 6, -1, -68, -12
12. O=C(Oc1ccc(=O)n(-c2ccccc2)n1)c1cccc(Cl)c1
 : 107, 3, 1, 0.3, 95, 13, 16, ·, -48, 5
13. Cc1cccc(NC(=O)CN2C(=O)S/C(=C\c3cc(C)n(C)c3C)C2=O)c1
 : 102, 4, 5, -1.5, 102, -2, ·, -10, -14, -2
14. CCOc1cc(/C=C(/C#N)c2nc3ccccc3[nH]2)ccc1OCc1ccc(C(=O)O)o1
 : 95, 16, 2, 2.1, 108, -3, -23, 0, -49, -9
15. N#Cc1ccc(CSc2nnc(NC(=O)C3CCCO3)s2)cc1 (stereo not given)
 : 86, 6, 1, -1.2, 95, -13, 5, -1, -34, 11
16. CCN(CC)C(=O)CN(C#N)c1nc(C)cc(C)n1
 : 89, 23, 2, 0.1, 96, -3, ·, -8, -42, -11
17. CCOc1ccc2nc(-c3ccccc3)nc(SCC(=O)Nc3ncc(C)s3)c2c1
 : 69, 4, 0, -1.2, 86, -8, 10, 0, -69, 1
18. CC(=O)Nc1ccc(NC(=O)Cn2cnc3c(cnn3C(C)(C)C)c2=O)cc1
 : 97, 14, -3, 0.4, 97, -3, 8, -1, -26, 6
19. O=C(Cc1ccccc1)NNC1CC(=O)N(c2ccccc2)C1=O (stereo not given)
 : 93, 9, 1, -0.1, 95, -2, -25, -12, 9, -1
20. Cc1oc2c(c1C(=O)NCCO)CCCC2
 : 105, 6, 3, -0.2, 94, -8, ·, -1, -11, -4

A draw from above in order of count of non-hydrogen atoms, rising:
Results follow in this order: HCT116 PTEN-null, Measles CPE, NPY Y2 blocker, MRP-1 activ, bCat KO growth, Yeast lifespan up, E-sel TNF inh, Phagocyt inh, Yeast growth inh, GALR2 blocker
20. Cc1oc2c(c1C(=O)NCCO)CCCC2
 : 105, 6, 3, -0.2, 94, -8, ·, -1, -11, -4
15. N#Cc1ccc(CSc2nnc(NC(=O)C3CCCO3)s2)cc1 (stereo not given)
 : 86, 6, 1, -1.2, 95, -13, 5, -1, -34, 11
13. Cc1cccc(NC(=O)CN2C(=O)S/C(=C\c3cc(C)n(C)c3C)C2=O)c1
 : 102, 4, 5, -1.5, 102, -2, ·, -10, -14, -2
18. CC(=O)Nc1ccc(NC(=O)Cn2cnc3c(cnn3C(C)(C)C)c2=O)cc1
 : 97, 14, -3, 0.4, 97, -3, 8, -1, -26, 6

Following part
Results follow in this order: HCT116 PTEN-null, Measles CPE, NPY Y2 blocker, MRP-1 activ, bCat KO growth, Yeast lifespan up, E-sel TNF inh, Phagocyt inh, Yeast growth inh, GALR2 blocker
21. COC(=O)c1ccc(NC(=O)C(C)N2C(=O)c3ccccc3C2=O)cc1 (stereo not given)
 : 101, 0, 3, -1.0, 102, -7, -5, 3, -2, 7
22. COc1ccc(-c2cccc(C(=O)Nc3cccc(C(=O)O)c3)c2)cc1
 : 106, 12, 3, -0.9, 99, -2, ·, -2, -29, -4
23. Cc1ccc(N(Cc2cc3ccccc3[nH]c2=O)C(=O)c2cccs2)cc1
 : 68, 4, 1, -1.6, 79, 9, ·, 0, -49, -4
24. Cc1cc(C)n(-c2nc(-c3ccccc3)cs2)n1
 : 94, 4, 3, -0.9, 88, -17, ·, 0, -33, 9
25. N#Cc1cc(Oc2cccnc2)c(Oc2cccnc2)cc1C#N
 : 95, 3, 2, -1.5, 86, -2, -1, -1, -16, -8
26. O=C(NCCCN1CCOCC1)c1c(O)c2ccccc2[nH]c1=O
 : 97, 4, 0, -1.2, 93, 7, 13, -2, -34, -4
27. CS(=O)(=O)N1CCC(C(=O)Nc2ccccc2)CC1
 : 110, 3, -2, -1.4, 104, -1, 15, ·, -19, -3
28. COC(=O)c1cc(=O)n2c(-c3ccc(OC)cc3)csc2n1
 : 96, 14, 3, 1.3, 100, 1, 2, 2, -26, -4
29. CC(C)NC(=O)c1cccc(C(F)(F)F)c1
 : 98, 3, 9, 0.1, 90, -5, -55, -5, -21, 7
30. CCOc1ncccc1C(=O)OCC(=O)NCCc1ccc(OC)cc1
 : 106, 9, 2, 0.2, 100, -3, -17, 0, -59, 15
31. Cc1ccc(C(C)(C)C)c(OCCCCN2CCCC2)c1
 : 58, 0, 6, -3.0, 57, 5, ·, 4, -16, -14
32. CCCCc1c(O)nc(N2CCN(Cc3ccccc3)CC2)[nH]c1=O
 : 95, 15, 0, 0.9, 95, -16, -7, 0, -22, -4
33. CCN1C(=O)/C(=C\c2cn(CCC#N)nc2-c2ccc(F)cc2)SC1=S
 : 67, 4, -2, 0.1, 79, 16, ·, 3, -5, 4
34. CCSc1nnc(Cc2cc(=O)[nH]c(=O)[nH]2)n1-c1cc(C)ccc1C
 : 92, 4, 0, -2.8, 98, -17, -28, 1, 2, -9
35. CCN1CCN(CC(=O)Nc2sc3c(c2C#N)CCC(C)C3)CC1 (stereo not given)
 : 1.5*, 7, 10, -4.9, 1.4*, -22, 4, 0, 6, 1
36. Cc1c(C(=O)N2c3ccccc3Sc3ccccc32)cccc1[N+](=O)[O-]
 : 83, 18, 5, -2.7, 82, -2, ·, 1, -22, 3
37. COC(=O)c1ccccc1NC(=O)Cn1c(=O)n(Cc2ccccc2)c(=O)c2c(C)c(C)sc21
 : 77, 5, 5, 0.2, 77, 1, -1, 1, -14, 6
38. COC(=O)c1sccc1NC(=O)c1ccc(OC)cc1OC
 : 85, 10, 6, -2.1, 87, -5, ·, -5, -6, 26
39. CCCNC(=O)Nc1ccccc1C(=O)Nc1ccc(OC)cc1
 : 102, 10, 0, -1.8, 113, -15, 5, 0, 6, -4
40. Fc1ccccc1N1CC(c2ccccc2)C(c2cccs2)=N1 (stereo not given)
 : 72, 7, 2, -2.0, 82, 2, -22, -1, 1, -7
41. CCn1cnc2c1c(=O)n(CC(=O)N1CCc3ccccc31)c(=O)n2Cc1ccccc1
 : 85, 1, 0, 1.5, 89, -10, 26, 0, -62, 13
42. CC(C)Oc1ccc2nnnn2n1
 : 103, 3, 6, 0.1, 100, 1, ·, -3, -45, 6
43. C=CCNC(=O)/C(C#N)=C/c1c(N(Cc2ccccc2)Cc2ccccc2)nc2ccccn2c1=O
 : 15, 19, 6, -5.8, 25, 0, ·, -4, -15, -1
44. O=C1CCCc2c1nc(-c1ccco1)n2O
 : 105, 32, 3, -0.5, 96, -10, 2, -1, -34, 4
45. c1ccc(Oc2ncnc3oc(-c4ccccc4)cc23)cc1
 : 105, 5, 2, -0.2, 99, 2, -7, ·, -78, 11
46. Cc1nc2cc(S(=O)(=O)N3CCC(C(=O)O)CC3)ccc2n1C1CCCC1
 : 95, 23, -1, -3.1, 104, -5, 14, 1, -16, -3
47. Cc1ccc(S(=O)(=O)NNC(=O)c2sc(=S)n(C)c2C)cc1
 : 96, 12, 4, -3.1, 85, -1, 8, -5, -24, -5
48. Cc1ccc(C(=O)COC(=O)CNC(=O)C(c2ccccc2)c2ccccc2)cc1[N+](=O)[O-]
 : 91, 14, 1, -2.8, 95, -11, 0, ·, -23, -8
49. Cc1cccn2cc(CCNC(=O)c3ccco3)nc12
 : 112, 15, 2, 0.2, 104, -3, -1, -1, -23, 3
